# Screening results from PubChem BioAssay.
# MEP2 TOR yeast = modulators of TOR pathway MEP2-GFP in S. cerevisiae | S. cerevisiae MEP2-GFP strain, flow cytometry GFP, 3 h; 100% = DMSO control level | GFP response vs DMSO, % at 10 µM | 330,000 tested, 0.51% active | AID 2016;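 active means GFP response versus DMSO above a set limit, roughly screen mean plus 3 SD, cut at about 180% in these data; inconclusive means fewer than 70 cells counted for a yeast strain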;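 further: median GFP fluorescence of the barcode-gated MEP2-GFP cells per well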
# VLA-4 inh = inhibition in a human VLA-4 binding assay | 330,000 tested, 0.2% active | P13612 | inhibition, % (about 7 µM as worked out from the volumes in the protocol) | VLA-4 expressing cells, ligand binding flow cytometry; in the data active means inhibition above about 50%
# Target sequence (P13612 whole entry, looked up): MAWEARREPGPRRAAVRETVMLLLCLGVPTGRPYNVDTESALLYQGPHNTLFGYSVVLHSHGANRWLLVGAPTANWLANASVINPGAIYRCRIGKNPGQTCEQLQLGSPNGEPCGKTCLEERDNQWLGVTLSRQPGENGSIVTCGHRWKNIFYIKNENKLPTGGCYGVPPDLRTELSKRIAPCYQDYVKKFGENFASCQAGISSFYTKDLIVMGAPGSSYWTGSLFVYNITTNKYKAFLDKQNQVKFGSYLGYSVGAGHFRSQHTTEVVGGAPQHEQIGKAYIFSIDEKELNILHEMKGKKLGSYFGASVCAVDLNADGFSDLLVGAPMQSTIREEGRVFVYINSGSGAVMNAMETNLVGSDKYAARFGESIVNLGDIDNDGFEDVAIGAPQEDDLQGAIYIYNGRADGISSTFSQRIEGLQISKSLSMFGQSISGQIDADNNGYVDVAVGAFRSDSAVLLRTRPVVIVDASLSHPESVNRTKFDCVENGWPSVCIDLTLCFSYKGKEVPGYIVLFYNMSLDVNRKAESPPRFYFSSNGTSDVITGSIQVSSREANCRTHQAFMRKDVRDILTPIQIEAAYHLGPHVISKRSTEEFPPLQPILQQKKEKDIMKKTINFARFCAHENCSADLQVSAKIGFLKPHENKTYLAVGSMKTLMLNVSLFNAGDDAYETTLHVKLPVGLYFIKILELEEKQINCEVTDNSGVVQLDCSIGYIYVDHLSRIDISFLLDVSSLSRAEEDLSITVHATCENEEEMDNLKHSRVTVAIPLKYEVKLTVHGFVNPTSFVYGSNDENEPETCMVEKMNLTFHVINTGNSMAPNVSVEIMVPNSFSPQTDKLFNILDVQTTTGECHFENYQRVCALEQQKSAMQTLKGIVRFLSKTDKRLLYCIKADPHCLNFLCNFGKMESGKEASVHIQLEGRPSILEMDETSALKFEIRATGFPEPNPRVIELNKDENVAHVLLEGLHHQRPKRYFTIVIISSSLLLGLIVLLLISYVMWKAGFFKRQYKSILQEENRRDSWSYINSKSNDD
# LAP4 TOR yeast = yeast TOR pathway LAP4-GFP modulation; S. cerevisiae LAP4-GFP multiplex, flow cytometry GFP, 3 h; median GFP as percent of DMSO wells; GFP response vs DMSO, % at 10 µM; 320,000 tested, 0.34% active; AID 2023;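 active means GFP response vs DMSO above a set limit, about the screen mean plus 3 SD, cut at about 150% in these data; inconclusive means under 70 cell events counted for the yeast strain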
# RPL19A TOR yeast = modulators of TOR pathway RPL19A-GFP in S. cerevisiae; 330,000 tested, 0.3% active; S. cerevisiae RPL19A-GFP strain, flow cytometry, 3 h; stronger effect = lower value; percent response vs DMSO, % at 10 µM;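 active means percent response vs DMSO below 50%; inconclusive means fewer than 70 events counted for the yeast strain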;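 further: median channel GFP fluorescence of the barcoded RPL19A-GFP strain; ratio of sample median GFP to plate DMSO average so 100% = DMSO; lower means less RPL19A-GFP as with rapamycin TOR inhibition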
# GRK2 aptamer HTS = blocks RNA aptamer binding to human GRK2 | bead flow cytometry, FAM-aptamer displacement from GRK2 | AID 488847 | inhibition of aptamer binding, % at 10 µM | 330,000 tested, 0.59% active | P25098;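 active means inhibition of aptamer binding above 40%, roughly 3 SD of noise, on plates passing a quality check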;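 further: median bead fluorescence of bound FAM aptamer so fluorescent compounds give negative values; no value below 0 was filed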
# CR mimetic SO = lowers age-related superoxide in aged yeast cells. 330,000 tested, 0.18% active. S. cerevisiae aged cells, superoxide DHE fluorescence; stronger effect = lower value. superoxide response (% of plate mean), % at 10 µM;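 active means superoxide response under a set limit, about three screen SD below normal, cut at about 65% in these data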;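 further: yeast aged for seven days with compound at 30 °C before DHE staining; 100% = average MFI of all compound-treated wells on the plate with controls excluded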
# AGP1 TOR yeast = alters AGP1-GFP fluorescence in TOR pathway yeast screen; S. cerevisiae AGP1-GFP multiplex flow cytometry, 3 h; GFP as percent of DMSO wells; GFP response vs DMSO, % at 10 µM; 320,000 tested, 0.02% active; AID 2066;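 active means GFP response relative to DMSO above a set limit, near screen average plus 3 SD, cut at about 150% in these data; inconclusive means fewer than 70 cells counted for the yeast strain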;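 further: median GFP channel fluorescence of the gated AGP1 strain per well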
# CIT2-GFP yeast = modulators of TOR pathway CIT2-GFP in S. cerevisiae; S. cerevisiae CIT2-GFP strain, flow cytometry, 3 h; 100 means same as DMSO wells; GFP response vs DMSO, % at 10 µM; 320,000 tested, 0.065% active; AID 2029;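 active means GFP response relative to DMSO above a set limit, near the screen mean plus 3 SD, cut at about 150% in these data; inconclusive means Fewer than 70 cells measured for a yeast strain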;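 further: ratio of well median GFP fluorescence to mean of DMSO wells on the plate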
# An asterisk follows results filed as active; ? = inconclusive; nt = no result given; [ ] = dose if it differs, or a comment.
SMILES,MEP2 TOR yeast,VLA-4 inh,LAP4 TOR yeast,RPL19A TOR yeast,GRK2 aptamer HTS,CR mimetic SO,AGP1 TOR yeast,CIT2-GFP yeast
CC(C)c1ccc(CNC(=O)CCc2ccccc2)cc1,96,13,104,98,1,109,104,90
Cc1nc2c(ncn2-c2ccccc2)c(=O)n1NC(=O)CN1CCCCC1,101,0,105,96,3,103,104,96
C=CCNc1cnn(-c2ccc(C)cc2)c(=O)c1Sc1ccc(C)cc1,?,-10,?,?,0,101,?,?
CC(C)C(C)NC(=O)COc1ccc(S(=O)(=O)N2CCOCC2)cc1Cl (stereo unspecified),106,-13,95,102,0,101,106,106
N#Cc1ccccc1CSCCNC(=O)Cc1c(F)cccc1Cl,111,4,98,112,1,100,106,107
COc1ccc(CC(=O)Nc2cccc(C)n2)cc1OC,112,3,99,105,0,84,107,103
O=C(O)CCN1C(=O)/C(=C\c2cccc(Oc3ccccc3)c2)SC1=S,96,5,121,94,0,106,91,100
CCCCNC(=O)C1Cc2cc(S(=O)(=O)N3CCCC3)ccc2N1C(C)=O (stereo unspecified),104,6,96,98,1,81,99,98
COc1cccc(N2CC(C(=O)Oc3ccc4ccccc4c3)CC2=O)c1 (stereo unspecified),94,-3,107,96,0,98,95,87
Cc1cccc(NC(=O)C(C)Sc2nc3nc(C)cc(C)n3n2)c1 (stereo unspecified),105,-2,100,96,0,118,101,100
COc1ccc(-c2c(S(=O)(=O)c3ccccc3)cnn2-c2ccccc2)cc1,96,-16,96,98,0,88,98,120
CC1=C(C(=O)OCc2ccccc2)C(c2ccc(Cl)cc2)NC(=O)N1CCCC(=O)O (stereo unspecified),96,2,115,99,0,92,87,72
Cn1c(=O)[nH]c(=O)c2c1nc(CN1CCOCC1)n2Cc1ccccc1,105,-1,103,102,0,110,105,108
NC(=O)c1cnn2c(-c3cccc(C(F)(F)F)c3)ccnc12,100,5,123,99,5,109,110,98
Cc1n[nH]c(=O)c2c1nnn2Cc1ccc(F)cc1,113,-2,93,103,1,89,95,99
CCN(C(=O)COC(=O)c1cc(S(=O)(=O)N2CCOCC2)c(Cl)cc1Cl)C1CCS(=O)(=O)C1 (stereo unspecified),92,-4,106,96,3,94,103,92
C/C(=N\N=C1\NC(=O)CC(C(=O)O)S1)c1cccs1 (stereo unspecified),102,22,101,94,3,103,nt,96
Cc1ccn2c(NC(=O)c3ccco3)c(-c3ccccc3)nc2c1,100,24,95,99,2,105,98,94
CCc1c(C)nc(SCC(=O)N2CCN(c3ccccc3OC)CC2)[nH]c1=O,97,16,102,95,1,95,95,108
CC(=O)Nc1ccc(NC(=O)COC(=O)c2c(-c3ccccc3)noc2C)cc1,123,12,101,100,0,82,104,105
NC(=O)COC(=O)c1cccc(S(=O)(=O)N2CCCc3ccccc32)c1,107,11,101,101,0,94,97,96
C[C@H](CO)N1C[C@H](C)[C@@H](CN(C)C(=O)Nc2ccc3c(c2)OCO3)Oc2c(NC(=O)Cc3ccccc3)cccc2C1=O,106,-8,104,105,1,107,103,95
Cc1ccc(C2=CC(c3cccs3)n3nnnc3N2)cc1 (stereo unspecified),92,0,90,95,0,97,100,107
Cc1ccc(NC(=O)NCCCN2CCCC2=O)c(C)c1,99,3,103,102,2,98,104,103
CCOC(=O)N1CCN(C(=O)c2cc3cc(OC)c(OC)cc3[nH]2)CC1,106,-8,91,109,0,117,105,106
CC(C)CC(C(=O)O)C(C)CC(=O)Nc1ccn(-c2ccccc2)n1 (stereo unspecified),98,-5,94,94,3,99,93,99
Cc1nc2nc(SCC(=O)NCCCN3CCCCC3)nn2c(C)c1Cc1ccccc1,78[may fluoresce red],-6,79[may fluoresce red],?,0,97,86[may fluoresce red],86[may fluoresce red]
COc1cc(/C=N/NC2=NCCCCC2)ccc1O,113,20,101,107,0,111,111,115
NS(=O)(=O)c1ccc(NC(=O)CN2CCCc3ccccc32)cc1,100,3,nt,103,1,115,nt,nt
CCCOc1ccc(CNCCCOCC)cc1OC,99[may fluoresce violet],6,88[may fluoresce violet],95[may fluoresce violet],1,105,?,?
C#CCOCCOCCOCCNc1nc(N2CCN(C(=O)[C@H](C(C)C)n3cc(CCO)nn3)CC2)nc(N2CCN(C(=O)[C@H](CCCCN)n3cc(CCCC)nn3)CC2)n1,93,-4,134,97,0,94,92,121
CN(c1ccc(Cl)cc1)c1cc(=O)n(C)c2ccccc12,90,8,98,94,2,102,88,79
CC(=O)N1C(=O)C2(C(C#N)=C(N)Oc3n[nH]c(-c4ccccn4)c32)c2ccccc21 (stereo unspecified),107,7,100,96,1,146,104,104
CN1CCCC(OC(=O)COc2ccc(Br)cc2)C1 (stereo unspecified),109,9,95,99,0,105,107,103
Cc1cc(=O)n2nc(N3CCCC(C(=O)Nc4ccc(C)c(C)c4)C3)sc2n1 (stereo unspecified),111,4,105,96,0,100,98,101
CC(C(=O)Nc1cccc([N+](=O)[O-])c1)[n+]1ccccc1 (stereo unspecified),105,-9,97,103,0,111,106,106
O=S1(=O)CCOC[C@H](c2ccccc2)N1Cc1ccccc1F,93,15,149,97,5,88,90,79
CC1=CC(=C(C#N)C#N)C=C(C)N1CCN1CCN(C(=O)Nc2ccc(Cl)c(Cl)c2)CC1,98,13,95,103,0,91,101,102
CCC(C(=O)O/N=C(\N)c1ccccc1)c1ccccc1 (stereo unspecified),116,-8,nt,102,1,123,94,89
COc1ccc(N(CC(=O)Nc2nc3ccc(C)cc3s2)S(=O)(=O)c2c(C)nn(C)c2C)cc1,103,18,104,99,0,100,97,98
CSCCC(NC(=O)c1ccccc1Cl)C(=O)NCCc1ccccn1 (stereo unspecified),103,29,107,96,1,80,103,93
COc1ccc(NC(=O)Nc2ccc3nonc3c2)cc1,102,-1,107,100,0,77,91,89
O=C(NCc1ccccc1)c1ccc(CS(=O)(=O)c2ccccc2)o1,100,0,90,108,0,96,108,nt
Cc1ccnc2nc(C(=O)Nc3nc4ccccc4s3)nn12,102,-1,106,101,0,90,96,93
COc1ccc(NC2CCCN(C(=O)CCn3cccn3)C2)cc1 (stereo unspecified),88,25,99,86,2,98,94,96
C[C@H](CO)N1C[C@H](C)[C@@H](CN(C)CC2CCCCC2)Oc2ccc(NC(=O)Cn3cnnn3)cc2C1=O,98,-10,98,98,0,109,95,104
O=C(/C=C/c1ccccc1)c1ccc2c3c(cccc13)CC2,106,22,102,103,0,89,101,117
CN(C(=O)COC(=O)CSc1ccc([N+](=O)[O-])cc1)C1CCS(=O)(=O)C1 (stereo unspecified),98,12,92,94,0,111,97,96
O=C(COC(=O)C1(c2ccccc2F)CCCC1)Nc1ncc(C(F)(F)F)cc1Cl,95,-2,99,99,3,89,97,89
CCOC(=O)c1c(NC(=O)CC2SC(N)=NC2=O)sc2c1CCC(C)C2 (stereo unspecified),96,16,95,100,0,108,101,104
# The list goes on.
SMILES,MEP2 TOR yeast,VLA-4 inh,LAP4 TOR yeast,RPL19A TOR yeast,GRK2 aptamer HTS,CR mimetic SO,AGP1 TOR yeast,CIT2-GFP yeast
Cc1cccc(-c2nnc(SCc3cc(=O)[nH]c4ccccc34)n2C)c1,106,-1,100,94,3,109,97,102
NC(=O)c1ccc(CN2CCC(Cc3ccccc3)CC2)cc1,93,-6,99,97,3,92,105,101
O=c1c(Cc2ccc(Cl)cc2)c(O)ccn1Cc1cccs1,89,2,109,97,0,94,96,92
O=C(O/N=C1/CCCc2occc21)c1ccc(Cl)cc1Cl,105,2,119,102,0,107,107,97
CCN(CC(=O)Nc1cccc(OC)c1)C(=O)c1ccncc1,112,5,106,104,0,105,112,101
CN(C(=O)c1ccc(NC(=O)Cc2ccc(NC(=O)C3CCCN(C(=O)C4CCC4)C3)cc2)cc1)C1CC1 (stereo unspecified),81,17,89,91,0,113,91,95
Cc1ccccc1C(=O)O/N=C(\N)Cc1cccs1,108,22,95,109,0,100,72,112
CCCCn1c(=N)n(CC(=O)O)c2ccccc21,92,8,95,88,0,99,nt,86
Cc1ccc(S(=O)(=O)NNC(=O)c2cnn(-c3ccccc3)c2C(F)(F)F)cc1,96,-2,109,101,4,96,106,102
Cc1ccc(C(=O)COc2cccc(NC(=O)c3ccco3)c2)cc1,101,23,112,96,0,111,95,83
CN1CC(=O)N(CC(=O)NCCc2ccc(F)cc2)c2ccccc2C1=O,97,2,92,96,0,106,97,85
O=C(Nc1ccon1)c1ccc(S(=O)(=O)N2CCCCCC2)cc1,96,4,97,97,2,102,96,94
CC1(C)CC(=O)N(c2ccc(C#N)cc2)C(=O)C1,105,4,102,101,0,94,103,101
Nc1[nH]n(-c2ccccc2)c(=O)c1N=Nc1ccccc1,96,7,97,93,1,109,92,97
CC1CCN(Cc2c(C(=O)O)nnn2-c2nonc2N)CC1,86,13,95,95,0,105,90,87
O=C1COc2ccc(N3C(=O)c4ccccc4C3=O)cc2N1,102,52*,97,98,3,105,104,93
COc1ccc(/C=C/C(=O)NNC(=O)c2cc(C)oc2C)cc1,98,1,106,98,3,102,106,98
O=C(CN(c1ccc(F)cc1)S(=O)(=O)c1ccc2c(c1)OCCO2)NCC1CCCO1 (stereo unspecified),103,5,110,98,2,81,107,102
CCC(C)NC(=O)C1CCN(S(=O)(=O)c2ccc3c(c2)CC(C)N3C(C)=O)CC1 (stereo unspecified),100,11,105,104,0,99,107,112
CC(=O)Nc1ccc(S(=O)(=O)N2CCN(S(=O)(=O)N3CCOCC3)CC2)cc1,?,-1,?,?,0,114,?,?

# Sorted by count of non-hydrogen atoms (smallest number first): three of the compounds above.
SMILES,MEP2 TOR yeast,VLA-4 inh,LAP4 TOR yeast,RPL19A TOR yeast,GRK2 aptamer HTS,CR mimetic SO,AGP1 TOR yeast,CIT2-GFP yeast
O=C1COc2ccc(N3C(=O)c4ccccc4C3=O)cc2N1,102,52*,97,98,3,105,104,93
CN1CC(=O)N(CC(=O)NCCc2ccc(F)cc2)c2ccccc2C1=O,97,2,92,96,0,106,97,85
O=C(CN(c1ccc(F)cc1)S(=O)(=O)c1ccc2c(c1)OCCO2)NCC1CCCO1 (stereo unspecified),103,5,110,98,2,81,107,102

# (more compounds)
SMILES,MEP2 TOR yeast,VLA-4 inh,LAP4 TOR yeast,RPL19A TOR yeast,GRK2 aptamer HTS,CR mimetic SO,AGP1 TOR yeast,CIT2-GFP yeast
COc1ccc(CCNC(=O)C2CC(=O)N(CCc3ccccc3)C2)cc1OC (stereo unspecified),114,2,115,96,1,98,100,90
CC1(NC(=S)Nc2ccc(NC(=S)NC3(C)CCS(=O)(=O)C3)cc2)CCS(=O)(=O)C1 (stereo unspecified),86,-1,109,96,1,102,100,87
COc1ccc(N2CCN(C(=O)c3c(-c4ccccc4)noc3C)CC2)cc1,101,0,100,102,4,111,103,103
CCC(Sc1ncnc2sc(C)c(C)c12)C(=O)OC (stereo unspecified),98,0,102,105,1,98,96,94
Cc1cc(C(=O)NCc2ccco2)c2ccccc2n1,109,8,95,99,4,97,107,104
CC(C)c1ccc(Nc2nc(Cl)nc(Cl)n2)cc1,111,11,103,104,0,103,106,105
CCCCn1c(=O)c(CCC(=O)OCC(=O)Nc2ccc(F)c(Cl)c2)nc2ccccc21,98,14,90,100,2,102,93,97
CSc1ncccc1C(=O)Nc1ncc(C)s1,124,2,109,113,0,111,102,106
O=C(NCCSc1ccccc1)c1ccc(Br)cc1,93,-6,114,96,0,92,88,77
Cc1ccc(-c2ccc(CCC(=O)O)n2CC(=O)O)cc1,101,3,105,97,89*,94,98,98
CCOc1ccc(S(=O)(=O)N2CCCCC2)cc1NC(=O)c1c(CC)noc1C,102,17,106,97,0,110,107,101
Cc1ccc(S(=O)(=O)CCC(=O)OCC(=O)c2ccc(F)cc2)cc1,101,7,115,96,1,114,98,91
